LYPLA2 inh: blocks human lysophospholipase 2, a PME1 counter-screen; O95372; recombinant LYPLA2, FP-Rh probe fluorescence polarization; inhibition, % at 5.9 µM; 320,000 compounds, 0.38% hits; AID 2177;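 active = inhibition above the screen-wide mean plus 3 SD, limit set per campaign, cut at about 26% in these data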;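 note: 0% = LYPLA2 with DMSO and 100% = wells lacking LYPLA2 enzyme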
Target sequence (O95372 whole entry, looked up): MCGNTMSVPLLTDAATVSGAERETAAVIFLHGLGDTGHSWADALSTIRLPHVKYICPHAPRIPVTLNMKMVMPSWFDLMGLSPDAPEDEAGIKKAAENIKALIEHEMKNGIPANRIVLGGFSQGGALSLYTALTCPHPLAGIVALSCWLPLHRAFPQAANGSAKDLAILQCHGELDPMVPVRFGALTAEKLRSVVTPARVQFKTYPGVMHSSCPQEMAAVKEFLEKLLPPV
ZTA DNA inh: counter-screen for EBNA-1 inhibitors: inhibitors of Epstein-Barr virus ZTA; inhibition, % at 11 µM; ZTA-DNA binding, fluorescence polarization; AID 2234; 320,000 compounds, 0.15% hits; in the data active = inhibition above about 33%
PAFAH1B2 FP inh: blocks human PAF acetylhydrolase 1b catalytic subunit 2; AID 492953; inhibition, % at 3.39 µM; P68402; recombinant PAFAH1B2, FP-rhodamine activity probe, fluorescence polarization; 340,000 compounds, 1.2% hits;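 active = inhibition above the mean of all tested compounds plus 3 SD, cut at about 24% in these data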;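 note: 0% = enzyme with DMSO and 100% = wells lacking PAFAH1B2; many of its hits are not listed in these tables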
pPAFAH FP inh: inhibitors of human plasma PAF acetylhydrolase (pPAFAH); AID 463082; inhibition, % at 3.39 µM; 330,000 compounds, 1.5% hits; recombinant pPAFAH, FP-rhodamine probe fluorescence polarization; Q13093;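 active = inhibition above the mean inhibition across the screen plus 3 SD, cut at about 25% in these data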;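 note: inhibitors block binding of the rhodamine activity-based probe so polarization drops; 0% = enzyme with DMSO and 100% = wells lacking pPAFAH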
EBNA-1 inh: blocks EBNA-1 binding to DNA; inhibition, % at 14.8 µM; EBNA-1 DNA binding, fluorescence polarization; AID 1950; 300,000 compounds, 0.34% hits; in the data active = inhibition above about 28%
PAFAH2 FP inh: inhibitors of human PAFAH2; Q99487; recombinant PAFAH2, FP-rhodamine activity probe, fluorescence polarization; inhibition, % at 3.39 µM; 340,000 compounds, 0.99% hits; AID 492956;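 active = inhibition above the mean over all tested compounds plus 3 SD, cut at about 30% in these data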;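 note: inhibitors block probe labeling of enzyme so polarization drops; 0% = enzyme with DMSO and 100% = wells lacking PAFAH2 protein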
LYPLA1 counter: LYPLA1 (human) inhibition in PME1 counter-screen; 320,000 compounds, 0.16% hits; recombinant LYPLA1, FP-Rh probe fluorescence polarization; inhibition, % at 5.9 µM;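 active = inhibition above the mean of all tested compounds plus 3 SD, set per campaign, cut at about 14% in these data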;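 note: inhibitors block serine hydrolase probe labeling of LYPLA1 so polarization falls; 0% = enzyme with DMSO and 100% = wells lacking LYPLA1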
PAFAH1B3 FP inh: PAFAH1B3 (human) inhibition. Q15102. recombinant PAFAH1B3, FP-rhodamine probe, fluorescence polarization. inhibition, % at 3.39 µM. 340,000 compounds, 0.28% hits. AID 492972;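 active = inhibition above the screen-wide average of all tested compounds plus 3 SD, cut at about 25% in these data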;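 note: 0% = enzyme with DMSO only and 100% = wells lacking PAFAH1B3 protein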
PREPL inhibitor: inhibits the human prolyl oligopeptidase-like enzyme; Q4J6C6; recombinant PREPL, fluorescence polarization activity-based probe; inhibition, % at 5.96 µM; 320,000 compounds, 0.68% hits; AID 2751; in the data active = inhibition above about 43%;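 note: 0% = enzyme with DMSO and 100% = wells lacking enzyme; many of its hits are not listed in these tables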
Target sequence (Q4J6C6 whole entry, looked up): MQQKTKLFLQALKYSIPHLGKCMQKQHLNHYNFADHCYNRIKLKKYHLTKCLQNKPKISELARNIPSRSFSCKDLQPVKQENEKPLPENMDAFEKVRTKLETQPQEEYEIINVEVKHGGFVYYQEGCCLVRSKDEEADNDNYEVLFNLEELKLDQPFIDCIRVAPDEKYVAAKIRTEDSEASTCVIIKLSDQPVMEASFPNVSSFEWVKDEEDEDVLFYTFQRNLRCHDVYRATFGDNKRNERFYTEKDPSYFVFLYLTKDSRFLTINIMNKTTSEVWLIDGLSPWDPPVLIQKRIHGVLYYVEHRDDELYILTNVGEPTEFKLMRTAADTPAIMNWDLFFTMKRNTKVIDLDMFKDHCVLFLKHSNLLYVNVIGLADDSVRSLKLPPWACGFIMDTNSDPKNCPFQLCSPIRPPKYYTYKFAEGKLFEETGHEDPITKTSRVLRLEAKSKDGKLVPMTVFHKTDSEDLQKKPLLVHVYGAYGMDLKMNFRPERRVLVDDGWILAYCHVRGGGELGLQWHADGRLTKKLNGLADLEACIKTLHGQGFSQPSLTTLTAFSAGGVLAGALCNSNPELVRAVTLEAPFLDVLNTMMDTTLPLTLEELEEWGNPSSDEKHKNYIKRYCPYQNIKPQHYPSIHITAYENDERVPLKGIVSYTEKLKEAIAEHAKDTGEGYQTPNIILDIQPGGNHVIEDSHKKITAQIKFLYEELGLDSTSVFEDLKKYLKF
* marks the source's active call; other numbers are inactive results; / = no result given. Not all compounds are listed. The share of hits here may be higher or lower than overall.

SMILES | LYPLA2 inh | ZTA DNA inh | PAFAH1B2 FP inh | pPAFAH FP inh | EBNA-1 inh | PAFAH2 FP inh | LYPLA1 counter | PAFAH1B3 FP inh | PREPL inhibitor
Cc1nc2sc(-c3ccccc3)nn2c(=O)c1Br | 7.4 | 0.7 | 8.5 | 5.3 | -2.7 | -2.4 | 4.2 | 7.8 | 4.1
CCc1ccc(OCC(=O)NNC(=O)CSc2ncnc3sc(C)c(C)c23)cc1 | 4.0 | 4.4 | 2.6 | 0.4 | 5.2 | 5.7 | -2.7 | 5.9 | 8.4
CC(=O)Nc1ccc(S(=O)(=O)Nc2ccc(S(=O)(=O)Nc3ncccn3)cc2)cc1 | -7.1 | 8.1 | 4.9 | -4.7 | 82.4* | -9.8 | -1.5 | 3.7 | 13.1
Oc1ccc2ccccc2c1/C=N/c1nc2c(s1)CCCC2 | -2.4 | 7.2 | 2.4 | 2.9 | 2.7 | -2.5 | -3.3 | 7.6 | 9.7
N#Cc1ccc(C(=O)N(Cc2ccccc2)c2ccccc2)cc1 | 2.8 | -14.4 | 7.9 | 0.6 | 5.5 | 8.1 | 1.3 | -4.8 | 2.5
Cc1ccsc1/C=N\NC(=O)Cn1nnc2ccccc21 | -3.8 | -12.3 | -2.9 | 0.5 | -8.0 | -3.2 | -1.2 | -6.4 | 8.2
COc1ccc(CNC(=O)CN2CCN(S(=O)(=O)c3c(C)c(C)cc(C)c3C)CC2)cc1OC | / | / | 2.1 | -0.9 | / | 6.6 | / | 1.4 | 19.9
CCc1ccc(C(=O)NC(=S)Nc2ccc3c(c2)OCCO3)cc1 | 4.6 | -1.9 | -4.0 | 0.5 | 12.7 | 4.2 | -3.6 | 3.7 | 16.1
CN(Cc1cc(=O)n2ccsc2n1)C1CCCCC1 | -8.7 | -15.2 | 3.2 | -0.2 | -13.8 | -8.2 | -3.7 | -5.2 | 12.8
Cc1csc(=O)n1CCC(=O)OCC(=O)NCc1ccc(F)cc1 | 2.0 | 4.8 | 3.3 | 3.0 | -13.1 | 8.7 | 3.1 | 2.4 | 8.5
O=C(NNC(=O)C1CCC1)c1ccccc1F | 5.3 | 13.5 | 3.4 | -4.2 | 3.7 | -4.8 | 0.4 | 0.8 | 3.4
CC(=O)c1ccc(OCc2cc(C(=O)N3CCC(Oc4ccccc4C)CC3)no2)cc1 | 13.3 | 7.1 | -1.8 | 4.3 | -11.7 | -7.8 | -2.4 | 11.0 | -8.1
Cc1cc(C)n2nc(SCC(=O)c3cccs3)nc2n1 | -2.3 | 0.0 | 4.8 | 1.5 | -8.0 | 0.3 | -1.9 | -0.4 | 3.4
NNC(=O)c1cc(Cl)ccc1Cl | -7.1 | 9.8 | -0.8 | -1.0 | 6.5 | -3.1 | -1.7 | -0.5 | -11.7
O=C(NCc1cccnc1)C(=O)Nc1nc(-c2ccccc2)cs1 | -4.9 | 2.4 | 2.6 | 6.7 | 3.1 | 6.5 | -3.0 | 1.1 | -4.5
CC(C)(C)OC(=O)N[C@@H](Cc1ccccc1)C(=O)N1CCC(C(=O)N[C@@H](Cc2c[nH]c3ccccc23)C(=O)O)CC1 | -3.1 | -4.2 | 2.0 | 4.2 | 0.0 | 0.6 | -0.7 | 7.2 | 0.3
CCC(=O)c1ccc(OCC(=O)OCC(=O)c2cc(C)n(CC3CCCO3)c2C)cc1 (centres undefined) | 0.7 | 17.1 | 2.3 | 6.8 | -10.5 | -0.7 | 2.1 | 12.6 | -2.3
COc1ccc(N(CC(=O)Nc2ccccc2OC)S(=O)(=O)c2ccccc2)cc1Cl | -5.2 | -8.2 | 0.6 | 3.9 | -8.0 | -0.5 | -4.3 | 1.6 | -14.7
O=C1CCCCC1S(=O)(=O)c1ccccc1 (centres undefined) | 5.2 | -6.7 | 2.9 | 0.3 | 3.9 | 2.8 | -0.5 | 4.8 | 12.1
CC(=O)c1ccc(N2CCN(C(=O)Nc3ccc(F)cc3)CC2)cc1 | 2.5 | 1.4 | 5.3 | 0.0 | -0.4 | -24.1 | 1.7 | 0.1 | 1.6
CSc1ccccc1OCc1cc(C(=O)N(C)Cc2nonc2C)no1 | 1.3 | -11.2 | 4.3 | 11.8 | 14.6 | -2.5 | -0.4 | 2.3 | 11.9
Cn1cc(CN2CCCC(C(=O)Nc3cccc(-c4cc5ccccc5[nH]4)c3)C2)cn1 (centres undefined) | 1.7 | -4.6 | 5.5 | 11.1 | 2.1 | -5.1 | 2.1 | 3.3 | 22.7
Cc1cc(F)ccc1S(=O)(=O)N1CCCOC1CNC(=O)C(=O)NCc1ccc2c(c1)OCO2 (centres undefined) | 2.6 | -4.4 | 18.0 | 4.8 | 1.4 | 0.5 | 0.1 | 4.8 | 11.0
CC(=Nc1ccccc1)Nc1ccccc1 | 6.1 | -11.8 | 5.2 | 0.0 | -6.7 | 0.3 | 0.8 | 6.5 | -5.9
O=C(CSc1nccc(=O)[nH]1)Nc1cc(C(F)(F)F)ccc1N1CCOCC1 | -8.2 | -4.8 | 6.7 | -8.1 | -5.4 | -2.5 | -2.1 | -2.6 | 12.1

Overlap with the part before: 3 entries, then new ones.
SMILES | LYPLA2 inh | ZTA DNA inh | PAFAH1B2 FP inh | pPAFAH FP inh | EBNA-1 inh | PAFAH2 FP inh | LYPLA1 counter | PAFAH1B3 FP inh | PREPL inhibitor
Cc1cc(F)ccc1S(=O)(=O)N1CCCOC1CNC(=O)C(=O)NCc1ccc2c(c1)OCO2 (centres undefined) | 2.6 | -4.4 | 18.0 | 4.8 | 1.4 | 0.5 | 0.1 | 4.8 | 11.0
CC(=Nc1ccccc1)Nc1ccccc1 | 6.1 | -11.8 | 5.2 | 0.0 | -6.7 | 0.3 | 0.8 | 6.5 | -5.9
O=C(CSc1nccc(=O)[nH]1)Nc1cc(C(F)(F)F)ccc1N1CCOCC1 | -8.2 | -4.8 | 6.7 | -8.1 | -5.4 | -2.5 | -2.1 | -2.6 | 12.1
CCc1cccc(C)c1NC(=O)CN1CCN(S(=O)(=O)c2ccc(C(C)(C)C)cc2)CC1 | 1.5 | -14.6 | 6.8 | 1.9 | -15.1 | -0.3 | -1.2 | 0.9 | -5.0
Cc1cc(CN(C)C(=O)c2ccc(OC3CCN(S(=O)(=O)N(C)C)CC3)cc2)n[nH]1 | 3.8 | 7.0 | 1.8 | 3.1 | -2.5 | 3.8 | -1.0 | 3.0 | -1.9
CCc1c(C)nc2ncnn2c1N1CCC(C(=O)NCc2ccc3c(c2)OCO3)CC1 | 4.8 | 2.6 | 6.9 | 5.6 | 7.7 | 6.8 | 1.9 | 16.4 | 2.7
CS(=O)c1ccccc1COC(=O)Nc1ccccc1 (centres undefined) | 4.1 | -2.1 | -2.7 | 4.2 | -3.3 | 9.0 | 1.2 | 0.3 | -6.7
COc1ccc(Cc2c(O)nc(SCC(=O)N3CCOCC3)[nH]c2=O)cc1 | -9.6 | 4.1 | 4.3 | 0.5 | -4.1 | 5.1 | 3.2 | 1.4 | 0.9
O=C(COC(=O)CCNS(=O)(=O)c1ccccc1)NC(=O)Cc1ccccc1 | 3.3 | -6.5 | 7.9 | 30.3* | / | -3.1 | 2.5 | 5.1 | 12.7
CC(C)N(CCn1c(SCC(=O)Nc2cccnc2Cl)nc2ccccc2c1=O)C(C)C | 10.1 | -5.3 | 2.6 | 4.0 | / | 1.1 | 4.2 | -4.1 | -15.7
COc1ccc(OC)c(NC(=O)CCN2CCCCC2)c1 | 6.9 | -7.4 | 5.9 | 0.1 | -2.5 | 10.7 | -0.2 | -0.9 | 12.3
O=C(NCc1ccncc1)C(=O)NCC1OCCCN1S(=O)(=O)c1ccccc1 (centres undefined) | 1.3 | -0.2 | -3.6 | 1.5 | 6.6 | 6.3 | -0.9 | -3.5 | -1.1
CCc1c(C2(O)CCCCC2)[nH]c2ccc(C(F)(F)F)cc12 | 1.3 | -9.2 | 4.1 | 8.0 | 4.0 | 5.0 | -0.7 | 9.2 | -2.8
O=C(Nc1ccc(Cl)cn1)Nc1ccccc1Cl | -1.8 | -5.1 | -3.6 | 0.3 | 1.7 | -0.4 | 3.6 | 5.9 | -8.8
Cc1ccc(S(=O)(=O)N(CCC#N)C2CCCCC2)c2nsnc12 | 0.2 | -5.7 | 12.6 | 0.4 | 0.1 | -14.4 | 1.2 | 5.5 | -1.9
Cc1cc2ncn(C(=O)c3c(-c4ccccc4)noc3C)c2cc1C | 3.5 | 11.1 | 1.1 | 1.2 | 17.1 | 12.3 | -1.1 | 1.1 | 2.3
O=C(N/N=C/c1ccncc1)c1cc(Br)ccc1OCc1ccccc1 | 2.0 | -14.5 | 2.0 | 4.1 | 5.6 | 8.4 | 0.2 | 3.4 | -1.8
CCOc1cc(CNc2ccc3[nH]c(=O)[nH]c3c2)ccc1OCC(=O)NC(C)(C)C | -7.6 | 0.9 | 1.9 | 8.0 | 0.5 | 0.3 | -1.5 | -3.9 | 18.9
COc1cc(C(=O)C(=O)c2cc(OC)c(O)c(OC)c2)cc(OC)c1O | -2.2 | -13.2 | 2.5 | 1.2 | 2.4 | -1.8 | -0.5 | 9.4 | 8.6
CC1CCC(=NNC(=O)Cc2cccn2C)CC1 (centres undefined) | -3.6 | 12.2 | 1.2 | -1.1 | -5.9 | 5.2 | -0.1 | 0.9 | 13.6
CSc1ccccc1OCc1cc(C(=O)N2CCN(c3ccccc3)CC2C)no1 (centres undefined) | -4.1 | 13.0 | -1.6 | -0.4 | 13.1 | -3.5 | -7.7 | 8.2 | -2.1
CNC(=O)C1CC(=O)N(c2ccc(C)cc2)C1 (centres undefined) | 0.3 | 5.5 | 4.5 | 2.8 | -3.6 | 3.1 | 1.4 | -6.8 | 2.0
N#Cc1ccc(/C=C/C(=O)c2ccc3c(c2)OCO3)cc1 | 9.4 | -14.7 | -1.9 | -1.6 | -9.3 | -5.3 | 1.4 | 15.2 | 0.1
CC(=O)Nc1cccc(-n2nnc(SCC(=O)N(C)c3ccccc3)n2)c1 | 33.7* | 17.5 | 2.0 | 6.2 | 6.0 | -0.1 | -1.5 | 8.3 | 2.3
COc1cccc(C(=O)Nc2ccc3c(c2)C(=O)NC3=O)c1 | 4.7 | 11.2 | 0.8 | 13.6 | 2.8 | 2.4 | 0.6 | 2.6 | -2.8
CC1(Cc2cn(CCC#N)c3ccccc23)OCCO1 | 0.0 | -0.8 | 7.2 | 9.6 | -1.0 | 2.8 | 1.5 | -1.0 | -4.7
CCOc1cc(S(=O)(=O)NCc2ccc3c(c2)OCO3)c(C)cc1C | -2.4 | 7.4 | -0.6 | -2.7 | -0.5 | 3.6 | 2.5 | 3.1 | 1.0
Cc1cccc(Nc2nc(N)c([N+](=O)[O-])c(NCc3ccccc3)n2)c1 | -24.8 | -3.3 | / | -6.9 | 7.2 | / | -15.2 | / | -13.8
COc1ccc(C(c2nnnn2CCc2ccccc2)N2CCN(C3CCCC3)CC2)cc1OC (centres undefined) | 1.2 | 11.3 | -1.2 | 2.7 | -4.3 | 2.3 | 1.2 | 1.0 | 7.0
Cc1noc(C)c1COc1ccccc1C(=O)NCCc1ccc(S(N)(=O)=O)cc1 | -3.1 | -14.7 | 3.4 | 4.2 | 0.7 | 1.2 | 0.6 | 4.4 | 9.0
COc1cc(OC)cc(C(=O)Nc2nc(CC(=O)NCCc3ccccc3)cs2)c1 | -5.4 | 11.1 | 4.0 | 1.6 | 5.8 | 5.7 | -2.4 | 1.8 | -16.5
O=C(CSc1nc(-c2ccco2)cc(C(F)(F)F)n1)NC1CCCCCCC1 | -1.2 | -10.9 | 3.4 | 2.2 | 1.3 | 6.5 | 0.3 | 6.8 | 4.5
Cc1cc(C)nc(NC(=O)c2cccc(Cl)c2)n1 | 1.1 | -1.9 | 4.0 | -1.7 | -3.1 | 0.0 | -2.6 | 4.1 | -1.7
